Compound activity deposited in PubChem BioAssay by several laboratories.
CendR NRP1 mod: modulators of CendR peptide binding to NRP-1, primary screen, biochemical, fluorescence polarization, uHTS; Neuropilin-1 (Homo sapiens), O14786; FAM-RPARPAR peptide binding to NRP-1; inhibition, % at 25 µM; 0.85% of 360,000 active; AID 602438, 2012;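 active = inhibition or corrected inhibition above about 18%, plus a signal ratio from 0.5 to 1.5, limit read from the data, passing the limit was not always enough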; note: strong numbers were not always called active
Neddylation inh: inhibitors of cullin neddylation, primary screen, biochemical, TR-FRET, uHTS, NAE and Ubc12; calls only at 25 µM; 0.58% of 360,000 active; AID 651699, 2012; in the data active = inhibition above about 36%
Target sequence (P61081 whole entry, looked up): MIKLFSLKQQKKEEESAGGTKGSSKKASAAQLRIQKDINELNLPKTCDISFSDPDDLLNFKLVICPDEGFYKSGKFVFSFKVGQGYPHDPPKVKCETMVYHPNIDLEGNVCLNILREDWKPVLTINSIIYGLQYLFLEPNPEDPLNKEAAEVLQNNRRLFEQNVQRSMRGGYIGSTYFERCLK
Target sequence (Q13564 whole entry, looked up): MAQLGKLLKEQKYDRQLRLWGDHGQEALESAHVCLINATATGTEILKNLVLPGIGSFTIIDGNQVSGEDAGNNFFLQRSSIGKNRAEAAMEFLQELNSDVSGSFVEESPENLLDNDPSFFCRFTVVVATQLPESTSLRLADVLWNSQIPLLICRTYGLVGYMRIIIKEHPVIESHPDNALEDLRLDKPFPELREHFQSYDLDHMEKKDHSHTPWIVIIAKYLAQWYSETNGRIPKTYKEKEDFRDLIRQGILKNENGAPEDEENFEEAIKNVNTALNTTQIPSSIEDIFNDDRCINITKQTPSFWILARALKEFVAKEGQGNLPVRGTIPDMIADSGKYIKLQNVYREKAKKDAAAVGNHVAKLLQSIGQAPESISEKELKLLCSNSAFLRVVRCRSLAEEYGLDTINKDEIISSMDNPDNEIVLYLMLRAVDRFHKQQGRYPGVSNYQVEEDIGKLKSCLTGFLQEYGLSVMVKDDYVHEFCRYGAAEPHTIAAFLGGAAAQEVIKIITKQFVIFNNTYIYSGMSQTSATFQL
MsrA act: bovine MsrA enzyme activators, primary screen, biochemical, absorbance, HTS; Methionine sulfoxide reductase A (Bos taurus); purified bovine MsrA, absorbance read-out; activation, % at 10.6 µM; 0.3% of 360,000 active; in the data active = activation above about 7.5%;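 note: 0% = vehicle and 100% = reference activator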
MT1-MMP act inh: blockers of MT1-MMP proenzyme processing, primary screen, HT1080 RFP-PRO-GFP cells, GFP/RFP fluorescence. 0.061% of 360,000 active. Matrix metalloproteinase-14 (Homo sapiens), P50281. GFP/RFP ratio fluorescence, overnight; percent of plate control window, DMSO zero. GFP/RFP ratio change, % at 20 µM;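 active = GFP/RFP ratio change of at least 30% with cell ATP level not reduced by more than half and red fluorescence within 50% of control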; note: strong numbers were not always called active
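Assay system: HT1080 RFP-PRO-GFP cells | Dosing: 20 µM single dose, 1% DMSO | Incubation: Cells overnight before dosing, compound overnight, 37 °C, 5% CO2 | Evaluation: GFP/RFP fluorescence ratio | Control set: DMSO-only wells and HT1080 RFP-L50D-GFP cell wells as references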
Rin1-Abl PPI inh: inhibitors of Rin1-Abl protein binding, primary screen, biochemical, TR-FRET; AID 588664, 2011; 0.4% of 360,000 active; Tyrosine-protein kinase ABL1 (Homo sapiens) + Ras and Rab interactor 1 (Homo sapiens), …; inhibition, % at 7.35 µM; in the data active = inhibition above about 5%, passing the limit was not always enough
E coli Lon inh: inhibitors of E. coli Lon protease, primary screen, biochemical, fluorescence polarization; 0.42% of 360,000 active; inhibition, % at 7.94 µM; AID 602123, 2011; purified E. coli Lon protease; in the data active = inhibition above about 13%, passing the limit was not always enough;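 note: 0% = enzyme with probe and DMSO and 100% = no enzyme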
FAS-TE inh: FAS thioesterase domain inhibitors, primary screen, biochemical, fluorescence intensity, uHTS | inhibition, % at 15 µM | 0.67% of 360,000 active | AID 602261, 2012 | recombinant FAS-TE, OMFH fluorogenic substrate, fluorescence endpoint | Fatty acid synthase (Homo sapiens), P49327;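 active = compounds whose normalised, plate-corrected inhibition of enzyme fluorescence in the single-dose primary screen is 50% or more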;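 note: 0% = DMSO with enzyme and 100% = substrate without enzyme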
SKN-1 inh: suppressors of acrylamide-induced Pgst-4::GFP reporter in worms, primary screen, SKN-1 inhibitor project, whole organism, uHTS, GFP/RFP fluorescence ratio, strain VP596; C. elegans VP596 Pgst-4::GFP/RFP ratio, 24 h; inhibition, % at 21.8 µM; 0.49% of 360,000 active; AID 624304, 2012;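 active = interference check ratio from 0.5 to 1.5 plus GFP to RFP signal ratio inhibition reaching or exceeding a fixed threshold, cut at about 30% in these data, passing the limit was not always enough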; note: some compounds called inactive have numbers as strong as hits
MLLE-PAM2 inh: inhibitors of PABP1 MLLE–PAM2 peptide binding, primary screen, biochemical, fluorescence polarization, FITC-PAM2, GST-MLLE | 0.36% of 360,000 active | AID 588489, 2011 | inhibition, % at 20 µM | Polyadenylate-binding protein 1 (Homo sapiens), P11940; in the data active = inhibition above about 35%, passing the limit was not always enough;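 note: plate controls were DMSO wells with GST-MLLE for no effect and wells lacking GST-MLLE protein for full effect; some results filed as inactive read as strong as hits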
The depositor's hits bear a star; i = inactive; nt = no result given. This is a random part of the collection. About 4% of those tested had a hit in this group.

SMILES	CendR NRP1 mod	Neddylation inh	MsrA act	MT1-MMP act inh	Rin1-Abl PPI inh	E coli Lon inh	FAS-TE inh	SKN-1 inh	MLLE-PAM2 inh
COc1cc(OC)cc(C(=O)Nc2ccc(S(=O)(=O)Nc3ccccn3)cc2)c1	14	i	-3	0	4	5	-1	19	-13
CC(=O)OC[C@@H]1CN(Cc2ccccc2)C[C@H](n2cnc3c(N4CCOCC4)ncnc32)O1	-11	i	0	-2	4	4	-7	0	5
CSc1cccc(NC(=S)N(CCC(C)C)C(C)c2ccncc2)c1 (configuration not stated)	9	i	-9	-2	2	10	9	5	-44
COCCCNC(=O)COc1ccc(S(=O)(=O)NCc2ccccc2)cc1Cl	-3	i	-7	-1	7	0	-7	4	9
COCCCN1C(=O)c2ccc(C(=O)Nc3ccccc3Cl)cc2C1=O	-2	i	0	-2	4	-6	-1	21	0
CCn1c(SCC(=O)OCc2ccccc2)nnc1-c1ccco1	0	i	-7	6	9	1	-3	11	8
Cc1ccc[n+](CC(=O)c2cc3ccccc3oc2=O)c1	-1	i	0	-2	1	2	-8	9	7
CCOC(=O)C1=C(COC(=O)COc2ccc(C(C)=O)cc2)NC(=O)NC1C (configuration not stated)	16	i	-4	10	-1	-4	-6	19	-14
O=C(COn1nnc2ccccc21)N1CCN(Cc2ccccc2)CC1	6	i	-2	4	-1	-6	-4	-6	6
O=C(O)c1cccnc1SC1CC(=O)N(c2cccc(C(F)(F)F)c2)C1=O (configuration not stated)	-6	i	-2	2	2	-2	-4	7	-2

Molecules above that contain a carbonyl joined to an NH by a bond outside any ring:
SMILES	CendR NRP1 mod	Neddylation inh	MsrA act	MT1-MMP act inh	Rin1-Abl PPI inh	E coli Lon inh	FAS-TE inh	SKN-1 inh	MLLE-PAM2 inh
COc1cc(OC)cc(C(=O)Nc2ccc(S(=O)(=O)Nc3ccccn3)cc2)c1	14	i	-3	0	4	5	-1	19	-13
COCCCNC(=O)COc1ccc(S(=O)(=O)NCc2ccccc2)cc1Cl	-3	i	-7	-1	7	0	-7	4	9
COCCCN1C(=O)c2ccc(C(=O)Nc3ccccc3Cl)cc2C1=O	-2	i	0	-2	4	-6	-1	21	0

Back to the main list; the two compounds before the break are reprinted first.
SMILES	CendR NRP1 mod	Neddylation inh	MsrA act	MT1-MMP act inh	Rin1-Abl PPI inh	E coli Lon inh	FAS-TE inh	SKN-1 inh	MLLE-PAM2 inh
O=C(COn1nnc2ccccc21)N1CCN(Cc2ccccc2)CC1	6	i	-2	4	-1	-6	-4	-6	6
O=C(O)c1cccnc1SC1CC(=O)N(c2cccc(C(F)(F)F)c2)C1=O (configuration not stated)	-6	i	-2	2	2	-2	-4	7	-2
O=S(=O)(NCC(c1ccc2c(c1)OCO2)N1CCOCC1)c1ccc(Br)cc1 (configuration not stated)	-6	i	-1	1	4	-13	14	8	0
COc1ccc(NS(=O)(=O)c2ccc(O)c([N+](=O)[O-])c2)cc1S(=O)(=O)N1CCCCC1	16	i	-4	3	0	5	-5	12	8
O=C(NCCCN1CCN(c2cccc(Cl)c2)CC1)c1nc(-c2ccncc2)no1	1	i	1	3	8	-2	9	5	8
COc1cc2c(cc1OC)-c1cc3ccc4c(c3c[n+]1CC2)OCO4	46	i	-3	-96	-35	156*	-34	-4	63
CCOc1ccccc1C(=O)n1nc2nc(C)cc(C)c2c1N	-10	i	-1	5	0	-1	-1	-15	-4
CC(CCc1ccc(O)cc1)NC(c1ccccc1)c1ccc(Cl)cc1 (configuration not stated)	-2	i	1	-8	0	-6	28	2	-7
COc1ccc(CCNC(=O)CNS(=O)(=O)c2ccc(N(C)C)c([N+](=O)[O-])c2)cc1OC	1	i	-5	-1	-3	2	-3	-4	22
COC(=O)c1ccc(NC(=O)c2cc(Cl)ccc2OC)cc1	0	i	-8	-1	3	4	-3	0	9
Cc1ccc(C)c(N(CC(=O)NC2CCCC2)S(=O)(=O)c2ccccc2)c1	-16	i	-3	1	0	-2	1	4	-6
Cc1ccccc1CNC(=O)CCC(=O)N1CCOc2ccc(Cl)cc21	-1	i	-3	2	-1	4	10	1	-13
COc1ccc(C2/C=C\CN(C(=O)C3CCCCC3)CC(=O)N2Cc2ccc(F)cc2)cc1 (configuration not stated)	34*	i	-3	-1	4	3	15	2	0
CCOC(=O)N1CCC(NC(=O)Cn2cccc2C(=O)c2ccccc2)CC1	-6	i	-5	0	2	4	-1	7	8
O=C(N=Nc1c(O)n(Cc2ccccc2)c2ccccc12)c1ccc(O)cc1	-5	i	-5	-1	-4	-2	-5	11	-2
Cc1ccc(N(CCC#N)C(=O)COC(=O)c2nc3nc(C)cc(C)n3n2)cc1	5	i	-4	1	0	-3	-4	9	-11
CCN1CCN(c2cc(C)c3cc(NC(=O)c4ccncc4)ccc3n2)CC1	-6	i	-10	-2	-3	-6	-10	8	3
COc1ccc(NC(=O)/C(C#N)=C\c2ccc(-c3cccc(C(=O)O)c3C)o2)cc1	-15	i	-4	-3	0	-1	-3	8	3
CCOc1[nH]n(-c2ccccc2)c(=O)c1C=Nc1ccc(C)cc1	-3	i	-3	0	-2	10	2	2	5
Cc1cccn2c(CNCCc3ccco3)c(C(=O)N3CCOCC3)nc12	8	i	-3	-2	4	3	-6	3	-13
Cc1ccc(S(=O)(=O)N/N=C/c2c[nH]c3ccccc23)cc1	-13	i	-3	1	-1	4	1	0	-13
Cc1ccc([C@H]2N[C@]3(CCCN(Cc4ccccc4)C3=O)[C@H]3C(=O)N(C)C(=O)[C@@H]23)cc1	-15	i	-4	-2	-3	1	-8	-1	-6
O=C(Cn1c(=O)oc2ccccc21)NCC1COc2ccccc2O1 (configuration not stated)	14	i	1	2	-1	-10	-3	6	7
CCCNC(=O)c1ccc2c(=O)c(O)c(-c3ccc(C)cc3)[nH]c2c1	1	nt	-1	0	0	160*	-3	9	-4
O=C(Nc1cccc(S(=O)(=O)c2cccc(NC(=O)C3CC3)c2)c1)C1CC1	4	i	-2	4	0	-7	4	0	9
COc1ccc(S(=O)(=O)NCC(c2cccs2)N2CCc3ccccc3C2)cc1 (configuration not stated)	7	i	-4	1	0	2	22	2	-2
COCCNc1oc(-c2ccco2)nc1S(=O)(=O)c1ccccc1	2	i	-8	-2	-2	8	0	6	11
O=C(COC(=O)CCc1ccc(S(=O)(=O)N2CCCCC2)cc1)Nc1cccc2ccccc12	1	i	-4	9	1	-3	22	-7	-18
Cc1ccc(CSc2nc3ncccc3[nH]2)cc1	-8	i	-1	-1	-2	-5	-4	12	-6
CCCCn1c(SCc2cccnc2)nc2c1c(=O)n(C)c(=O)n2C	0	i	-2	4	2	-8	-9	15	-7
CCN(CC)C(=O)CN(c1ccc(Cl)cc1)S(=O)(=O)c1ccccc1	-7	i	-9	-5	-1	1	-3	-6	5
CCC(c1ccc(O)c(O)c1)C(CC)c1ccc(O)c(O)c1 (configuration not stated)	6	i	-11	5	5	7	-17	3	23
Cc1ccccc1-n1c(=O)c2ccccc2n2cnnc12	-18	i	0	2	5	-12	-4	-28	-10
COC(=O)c1sc2ccccc2c1-n1cccc1C(=O)C(=O)Nc1ccc(Cl)cc1	-2	i	-13	-6	2	-3	28	-7	-4
Cc1ccc2nc(N3CCOCC3)c(C=O)cc2c1	5	i	4	1	-4	-4	-3	-1	13
Fc1ccccc1N1CCN(Cc2nc(-c3ccccc3)no2)CC1	0	i	-1	2	-1	-2	19	-9	-10
CCOC(=O)C1(CCOc2ccccc2)CCN(S(=O)(=O)N(C)C)CC1	-1	i	-3	4	0	-5	4	-8	0
COc1ccc(C(CNC(=O)Nc2ccccc2)N2CCN(C)CC2)cc1 (configuration not stated)	9	i	-1	0	4	-3	-5	14	1
CCN(CC(=O)Nc1cc(C)on1)CC(=O)Nc1ccccc1C(F)(F)F	6	i	-6	-2	4	0	-2	-12	12
CC(C)c1ccc(NC(=O)CSc2n[nH]c(=O)n2C2CC2)cc1	12	i	-5	4	2	-12	5	-10	3
Cc1ccccc1CCNC(=O)C1CCC(=O)N(C2CCCCCC2)C1 (configuration not stated)	10	i	-3	-1	1	1	-3	3	-3
CCOC(=O)C1=C(CSCC(=O)OC)NC(=O)NC1c1cc(C)ccc1C (configuration not stated)	-2	i	1	5	-1	-5	-5	-9	-7
COc1cc(C(=O)OC(C)C(=O)NC(=O)NC2CCCCC2)ccc1OC(F)F (configuration not stated)	5	i	0	-3	2	-7	15	-9	1
O=C(Nc1ccc(S(=O)(=O)N2CCOCC2)cc1)c1cc(-c2ccccc2O)n[nH]1	-6	i	4	5	-2	3	3	-5	9
COc1ccc(-c2cc(NC=O)c3ncc(-c4ccc(C(C)=O)cc4)n3c2)cc1OC	-26	i	-7	-5	-4	-4	2	7	-4
COc1ccccc1-c1csc(C(NC(C)=O)c2ccccc2)n1 (configuration not stated)	-3	i	0	0	-1	-1	-2	11	-4
COCCC(=O)N1CCC(Oc2ccc(C(=O)N3CCCC(OC)C3)cc2)CC1 (configuration not stated)	1	i	-11	-6	0	-9	-2	-4	7
CC(C)Cn1c(N)c(C(=O)COC(=O)c2nccnc2N)c(=O)n(C)c1=O	12	nt	-8	2	3	-4	-5	6	10
O=C(NC(Cc1ccccc1)C(=O)N1CCN(c2ccccn2)CC1)c1ccco1 (configuration not stated)	-3	i	0	2	-3	-1	-3	10	-5
CC(=O)c1c(C)[nH]c(C(=O)COC(=O)CN(C)S(=O)(=O)c2ccc(Cl)cc2)c1C	13	i	-1	1	1	0	5	-1	-6
COc1ccc(CNC(=O)CN2C(=O)c3ccc([N+](=O)[O-])cc3C2=O)cc1	5	i	-3	1	-2	1	16	12	10
Cc1n[nH]c(C)c1Sc1ccccc1[N+](=O)[O-]	-2	i	-3	-5	2	-3	-4	13	5

The listing continues.
SMILES	CendR NRP1 mod	Neddylation inh	MsrA act	MT1-MMP act inh	Rin1-Abl PPI inh	E coli Lon inh	FAS-TE inh	SKN-1 inh	MLLE-PAM2 inh
COc1cc(-c2noc(C)c2C(=O)NCCCN2CCCC2=O)cc(OC)c1OC	6	i	-9	4	3	-3	-9	8	-17
CCCCc1nnc(SCCSc2nnc(CCCC)n2N)n1N	-8	i	-5	0	-3	-6	-8	-2	9
CN(Cc1ccccc1)C(=O)C1CCCN1S(=O)(=O)c1ccc2c(c1)n(C)c(=O)c(=O)n2C (configuration not stated)	-11	i	-4	3	-1	-5	7	-12	5
CCCCN(C(=O)CSCC(=O)Nc1ccc(OC)cc1)c1c(N)n(CC(C)C)c(=O)[nH]c1=O	4	i	-2	0	-3	-9	-7	10	11
CCOC(=O)c1nnn2c1nc(N1CCOCC1)c1ccccc12	10	i	0	-4	-2	-3	-3	20	13
CC(C)CC(=O)NC(NC(=S)Nc1ccccc1)C(Cl)(Cl)Cl (configuration not stated)	7	i	-8	0	0	-1	0	0	23
O=C(O)c1cc(N/N=C/c2cccc3ccccc23)ccc1Cl	-19	i	-1	-2	1	12	4	11	1
CCOc1ccc(C(=O)NN2CCOCC2)cc1	7	i	-7	2	4	1	-8	-11	2
CCOC(=O)C1=C(CC)OC(N)=C(C#N)C1c1ccc(OC)c(OC)c1OC (configuration not stated)	-5	i	-1	-1	0	-1	-1	0	-7
COC(=O)CCC(=O)N1CCOCCOCCN(C(=O)CCC(=O)OC)CCOCCOCC1	9	i	1	2	0	10	-10	13	-6
O=C(COC(=O)/C=C/c1cccc(C(F)(F)F)c1)NC(=O)NC1CCCC1	1	i	0	2	1	-2	-1	7	8
